CAL PDZ FP-1: blocks peptide binding to human CAL PDZ domain; purified CAL PDZ, TMR-peptide fluorescence polarization, 1 h; Q9HD26; inhibition, % at 20 µM; actives 0.02% (n = 330,000); AID 504414;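 active means highest replicate inhibition of at least 40%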;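 further: plate controls were DMSO neutral control wells for no effect and unlabeled competitor peptide control wells for full effect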
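material = purified tagged CAL PDZ domain construct (CerCALP) | buffer or medium = sodium phosphate/NaCl buffer pH 7.4 with TCEP, IgG, Thesit | reagent = TMR-labelled reporter peptide T*-PRC34 bound in PDZ groove | incubation = 1 h room-temperature incubation prior to read | measured by = fluorescence polarization (mP) | evaluation = percent inhibition from loss of millipolarization | control set = unlabelled peptide and DMSO controls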
CAL PDZ FP-2: CAL PDZ (human) peptide binding inhibition; AID 602252; purified CAL PDZ, TMR-peptide fluorescence polarization, 1 h; inhibition, % at 24.9 µM; actives 0.92% (n = 300,000); Q9HD26;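 active means mean inhibition of at least 30% with at least half of replicates also reaching 30%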;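 further: 0% = DMSO neutral control and 100% = excess unlabeled competitor peptide PRC23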
SR-BI DiI-HDL act: activators of SR-BI mediated HDL lipid uptake | CHO ldlA[mSR-BI] cells, DiI-HDL uptake fluorescence, 3 h; 100 = double the neutral-control signal | activation, % at 12.5 µM | actives 0.096% (n = 320,000) | AID 504775;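 active means mean replicate activation of at least 60% and every replicate at or above 60%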;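 further: 0% = median plate neutral-control signal and 100% = twice that signal; values of inactives mirror those of a sister screen read the other way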
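Material: SR-BI-overexpressing, LDLR-lacking CHO cells; schedule: compound exposure 3 h, 37 °C; reagent: DiI-labelled HDL at 10 µg/mL final; technique: bottom-read fluorescence, 550/595 nm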
dFosB act: activators of mouse delta FosB homodimer; P13346; actives 0.99% (n = 340,000); purified delta FosB, TAMRA-CDK5 oligo fluorescence polarization; percent of positive-control signal above neutral wells; activation, % at 25 µM;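 active means mean activation above about 17%, with every replicate also reaching it, limit read from the data, passing the limit was not always enough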;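 further: fluorescence polarization rise as delta FosB binds a TAMRA Cdk5 AP-1 oligo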
Rtt109 Vps75: inhibitors of Candida albicans Rtt109/Vps75 histone acetyltransferase | actives 0.16% (n = 330,000) | purified Rtt109/Vps75, ThioGlo CoA-SH fluorescence, 4 h | Q5AAJ8 | inhibition, % at 34.9 µM;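 active means inhibition of at least 50% in every replicate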
Target sequence (Q5AAJ8 whole entry, looked up): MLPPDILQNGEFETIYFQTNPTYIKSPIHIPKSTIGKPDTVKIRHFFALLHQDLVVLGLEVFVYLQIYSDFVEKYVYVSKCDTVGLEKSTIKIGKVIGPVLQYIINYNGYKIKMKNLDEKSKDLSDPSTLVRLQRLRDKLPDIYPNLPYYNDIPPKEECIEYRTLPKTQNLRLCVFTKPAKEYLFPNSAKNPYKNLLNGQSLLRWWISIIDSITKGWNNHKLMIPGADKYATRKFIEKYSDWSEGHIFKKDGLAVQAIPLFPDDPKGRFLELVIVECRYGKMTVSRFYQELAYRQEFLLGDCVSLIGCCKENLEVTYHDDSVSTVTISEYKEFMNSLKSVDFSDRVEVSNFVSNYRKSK
SR-BI DiI inh: blocks mouse SR-BI lipid uptake from DiI-HDL | ldlA[mSR-BI] CHO cells, DiI-HDL uptake fluorescence, 3 h | inhibition, % at 12.5 µM | actives 0.96% (n = 320,000) | AID 488896;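 active means mean replicate inhibition of at least 70% and a set share of replicates each scoring 70 or more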;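 further: 0% = median of neutral control wells and 100% = median of positive control wells; values of inactives mirror those of a sister screen read the other way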
Target sequence (Q61009 whole entry, looked up): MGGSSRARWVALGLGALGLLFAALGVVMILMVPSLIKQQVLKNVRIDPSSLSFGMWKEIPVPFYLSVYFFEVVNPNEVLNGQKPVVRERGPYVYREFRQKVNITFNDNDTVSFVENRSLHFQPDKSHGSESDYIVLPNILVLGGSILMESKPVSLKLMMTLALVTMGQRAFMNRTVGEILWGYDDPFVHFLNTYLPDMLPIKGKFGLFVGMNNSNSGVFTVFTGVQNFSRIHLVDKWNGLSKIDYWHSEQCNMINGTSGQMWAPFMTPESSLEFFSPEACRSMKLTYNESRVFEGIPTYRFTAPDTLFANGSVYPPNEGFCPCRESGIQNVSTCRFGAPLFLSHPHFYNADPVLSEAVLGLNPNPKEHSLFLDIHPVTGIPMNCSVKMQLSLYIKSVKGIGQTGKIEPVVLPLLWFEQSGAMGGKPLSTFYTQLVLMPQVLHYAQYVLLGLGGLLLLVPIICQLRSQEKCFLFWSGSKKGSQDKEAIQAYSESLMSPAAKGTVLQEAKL
NSD2 HMT inh: inhibitors of human histone methyltransferase NSD2 | O96028 | NSD2 peptide methylation, AlphaScreen, 120 min | inhibition, % at 12.5 µM | actives 0.54% (n = 310,000) | AID 743445; in the data active means inhibition above about 50%
PfHsp90 yeast 2: reduces growth (ATP signal) of yeast expressing P. falciparum Hsp90 | inhibition, % at 9.4 µM | actives 0.32% (n = 310,000) | S. cerevisiae expressing PfHsp90, BacTiter-Glo ATP, 48 h; yeast lacking PDR1 and PDR3 efflux regulators;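 active means every replicate shows inhibition above about 80%, whatever the replicate mean, limit read from the data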;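 further: 0% = DMSO neutral controls and 100% = 20 µM radicicol positive controls; yeast relying on Plasmodium falciparum Hsp90 in place of its own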
PvdQ inh: P. aeruginosa PvdQ acylase inhibition | inhibition, % at 10 µM | actives 0.063% (n = 340,000) | purified PvdQ acylase, fluorescence plate reader | AID 488965; in the data active means inhibition above about 30%, passing the limit was not always enough;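 further: 0% = vehicle neutral wells and 100% = reference inhibitor wells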
MITF act: activators of MITF-driven TRPM1 promoter activity in SK-MEL-5 cells; SK-MEL-5 TRPM1-promoter luciferase, 24 h; % of positive control, neutral wells = 0; activation, % at 12.5 µM; actives 0.75% (n = 300,000);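 active means mean activation of at least 80% with every replicate also reaching 80%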;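 further: 0% = neutral control wells and 100% = parthenolide positive control wells; values of inactives mirror those of a sister screen read the other way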
* hit, by the source's call; nt = not tested or not shown. This is a subset; rates above refer to the full screens.

1. C/C=C(/C)C(=O)O[C@@H]1c2cc(OC)c(OC)c(OC)c2-c2c(cc3c(c2OC)OCO3)C[C@H](C)[C@]1(C)O
2. CCCOC(=O)c1ccc(O)cc1
3. CCCCCCCCCCCC(=O)O
4. C/C=C(/C)C(=O)OC1c2c(ccc3ccc(=O)oc23)OC(C)(C)C1OC(=O)/C(C)=C\C (stereo not given)
5. Nc1c2c(nc3ccccc13)CCCC2O (stereo not given)
6. CCCCC1C(=O)N(c2ccccc2)N(c2ccccc2)C1=O

entry no. | 1 | 2 | 3 | 4 | 5 | 6
PvdQ inh | -4 | -8 | -14 | 5 | -12 | -4
SR-BI DiI inh | -6 | -34 | -14 | 9 | 1 | 3
NSD2 HMT inh | nt | nt | nt | nt | nt | nt
PfHsp90 yeast 2 | nt | -7 | 17 | 28 | -10 | -1
CAL PDZ FP-1 | -0.9 | -0.1 | -0.7 | -0.1 | -0.1 | -0.7
CAL PDZ FP-2 | -1 | 0 | -1 | 1 | -4 | -2
Rtt109 Vps75 | 0 | -5 | -8 | 4 | 0 | 8
MITF act | -5 | nt | nt | -11 | 15 | 4
dFosB act | -6 | 2 | 16 | -6 | -7 | -1
SR-BI DiI-HDL act | 6 | 34 | 14 | -9 | -1 | 6

7. COC(=O)C1=CO[C@@H](OC2OC(CO)C(O)C(O)C2O)[C@@H]2[C@@H](C)[C@@H](O)C[C@H]12 (stereo not given in full)
8. COc1ccc(/C=C/C(=O)O)cc1
9. CC[C@]1(O)C[C@@H]2CN(CCc3c([nH]c4ccccc34)[C@@](C(=O)OC)(c3cc4c(cc3OC)N(C)[C@H]3[C@@](O)(C(=O)OC)[C@H](OC(C)=O)[C@]5(CC)C=CCN6CC[C@]43[C@@H]65)C2)C1
10. CCCCOc1ccc(CC(=O)NO)cc1
11. CC(O)CC(=O)O (stereo not given)
12. CCn1cc(C(=O)O)c(=O)c2cc(F)c(N3CCNCC3)nc21

entry no. | 7 | 8 | 9 | 10 | 11 | 12
PvdQ inh | -10 | -12 | -9 | -30 | 2 | 5
SR-BI DiI inh | -5 | -3 | -2 | 5 | -18 | -2
NSD2 HMT inh | nt | nt | nt | nt | nt | nt
PfHsp90 yeast 2 | -2 | -10 | -28 | -44 | 6 | -4
CAL PDZ FP-1 | 0.2 | 0.1 | 0.3 | -0.5 | 1.0 | 0.8
CAL PDZ FP-2 | -6 | 4 | -3 | -4 | -1 | -4
Rtt109 Vps75 | -28 | -1 | 21 | 4 | 1 | 5
MITF act | 8 | nt | -59 | 3 | 5 | -3
dFosB act | 3 | -3 | -10 | -1 | -4 | -2
SR-BI DiI-HDL act | 5 | 3 | 10 | 15 | 18 | 2

13. Cc1cccc(C)c1NC(=O)C1CCCCN1C (stereo not given)
14. Cc1[nH]c2ccccc2c1/C=N/NC(N)=S
15. CCCCCCCC/C=C\CCCCCCCC(=O)O
16. CCOC(=O)NNc1nncc2ccccc12
17. NC(=NCc1ccccc1)NC(=O)c1nc(Cl)c(N)nc1N
18. C[C@H]1c2cccc(O)c2C(O)=C2C(=O)[C@]3(O)C(O)=C(C(N)=O)C(=O)[C@@H](N(C)C)C3[C@@H](O)C21 (stereo not given in full)

entry no. | 13 | 14 | 15 | 16 | 17 | 18
PvdQ inh | 2 | 0 | -19 | -13 | -17 | 14
SR-BI DiI inh | -2 | 86* | -4 | -9 | -4 | -19
NSD2 HMT inh | nt | 10 | nt | nt | nt | nt
PfHsp90 yeast 2 | -1 | 1 | -25 | 2 | -13 | 11
CAL PDZ FP-1 | -0.3 | 0.8 | -0.3 | -0.3 | -4.5 | -1.1
CAL PDZ FP-2 | 6 | -9 | -1 | -2 | 5 | -5
Rtt109 Vps75 | 5 | 3 | 10 | -3 | 9 | 2
MITF act | 7 | nt | 2 | 3 | 4 | -8
dFosB act | 3 | -4 | -9 | 4 | 1 | 0
SR-BI DiI-HDL act | 4 | -86 | 4 | 9 | 4 | 19

Some of these compounds in order of number of heavy atoms, lowest first:
11. CC(O)CC(=O)O (stereo not given)
8. COc1ccc(/C=C/C(=O)O)cc1
10. CCCCOc1ccc(CC(=O)NO)cc1
16. CCOC(=O)NNc1nncc2ccccc12
13. Cc1cccc(C)c1NC(=O)C1CCCCN1C (stereo not given)
15. CCCCCCCC/C=C\CCCCCCCC(=O)O
12. CCn1cc(C(=O)O)c(=O)c2cc(F)c(N3CCNCC3)nc21
9. CC[C@]1(O)C[C@@H]2CN(CCc3c([nH]c4ccccc34)[C@@](C(=O)OC)(c3cc4c(cc3OC)N(C)[C@H]3[C@@](O)(C(=O)OC)[C@H](OC(C)=O)[C@]5(CC)C=CCN6CC[C@]43[C@@H]65)C2)C1

entry no. | 11 | 8 | 10 | 16 | 13 | 15 | 12 | 9
PvdQ inh | 2 | -12 | -30 | -13 | 2 | -19 | 5 | -9
SR-BI DiI inh | -18 | -3 | 5 | -9 | -2 | -4 | -2 | -2
NSD2 HMT inh | nt | nt | nt | nt | nt | nt | nt | nt
PfHsp90 yeast 2 | 6 | -10 | -44 | 2 | -1 | -25 | -4 | -28
CAL PDZ FP-1 | 1.0 | 0.1 | -0.5 | -0.3 | -0.3 | -0.3 | 0.8 | 0.3
CAL PDZ FP-2 | -1 | 4 | -4 | -2 | 6 | -1 | -4 | -3
Rtt109 Vps75 | 1 | -1 | 4 | -3 | 5 | 10 | 5 | 21
MITF act | 5 | nt | 3 | 3 | 7 | 2 | -3 | -59
dFosB act | -4 | -3 | -1 | 4 | 3 | -9 | -2 | -10
SR-BI DiI-HDL act | 18 | 3 | 15 | 9 | 4 | 4 | 2 | 10

(list continues)
19. CC(C)(CO)C(O)C(=O)NCCCO (stereo not given)
20. NNC(=O)CP(=O)(c1ccccc1)c1ccccc1
21. COc1cc([C@H]2Oc3cc([C@H]4Oc5cc(O)cc(O)c5C(=O)[C@@H]4O)ccc3O[C@@H]2CO)ccc1O
22. CN(C)CCOc1ccccc1Cc1ccccc1
23. C[C@@H]1C[C@H]2[C@@H]3C[C@H](F)C4=CC(=O)C=C[C@]4(C)[C@@]3(F)[C@@H](O)C[C@]2(C)[C@@]1(O)C(=O)COC(=O)C(C)(C)C
24. O=c1cc(-c2ccc(O)cc2)oc2cc(O[C@@H]3O[C@H](CO)[C@@H](O)[C@H](O)[C@H]3O[C@@H]3OC[C@](O)(CO)[C@H]3O)cc(O)c12
25. Cc1cccc2c1NC(=O)/C2=C\C(=O)c1cccs1
26. COc1ccc(/C=N/NC(=O)c2ccncc2)cc1OC
27. O=C(Nc1ccc(C(=O)O)c(O)c1)c1ccccc1

entry no. | 19 | 20 | 21 | 22 | 23 | 24 | 25 | 26 | 27
PvdQ inh | 1 | 5 | -9 | -14 | 2 | -6 | -15 | 11 | 2
SR-BI DiI inh | -15 | -16 | 8 | -9 | 33 | -11 | -11 | -16 | -25
NSD2 HMT inh | nt | nt | nt | nt | nt | nt | 1 | -1 | 0
PfHsp90 yeast 2 | 10 | -5 | 7 | 13 | 9 | 23 | -28 | -5 | -10
CAL PDZ FP-1 | 0.0 | -0.3 | -0.7 | -0.2 | -1.2 | -5.7 | -1.2 | -2.1 | nt
CAL PDZ FP-2 | -3 | -3 | -1 | -1 | -6 | -10 | -3 | -6 | 1
Rtt109 Vps75 | -1 | 3 | -5 | 1 | 3 | 4 | 7 | 26 | -8
MITF act | -6 | 18 | -2 | -7 | 17 | -6 | -32 | 2 | 8
dFosB act | 5 | -4 | -8 | -2 | 5 | -13 | -1 | 2 | 1
SR-BI DiI-HDL act | 15 | 16 | -8 | 9 | -30 | 11 | 11 | 16 | 25

Records above marked active in SR-BI DiI inh:
14. Cc1[nH]c2ccccc2c1/C=N/NC(N)=S

entry no. | 14
PvdQ inh | 0
SR-BI DiI inh | 86*
NSD2 HMT inh | 10
PfHsp90 yeast 2 | 1
CAL PDZ FP-1 | 0.8
CAL PDZ FP-2 | -9
Rtt109 Vps75 | 3
MITF act | nt
dFosB act | -4
SR-BI DiI-HDL act | -86

Source: PubChem BioAssay (Broad Institute)
